Bcl-xL primary = inhibitors of human Bcl-xL, primary screen, biochemical, fluorescence polarization, HTS. Bcl-2-like protein 1 (Homo sapiens), Q07817. GST-Bcl-xL / FITC-Bim BH3 peptide fluorescence polarization. inhibition, % at 10.9 µM. actives 0.7% (n = 320,000). AID 2129, 2009;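 active means inhibition above the mean of all tested compounds plus 3 SD, cutoff set per campaign, cut at about 30% in these data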;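 further: 0% = DMSO wells and 100% = unlabeled Bim-BH3 peptide competitor; inhibitors lower millipolarization by displacing the labeled peptide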
Target sequence (Q07817 whole entry, looked up): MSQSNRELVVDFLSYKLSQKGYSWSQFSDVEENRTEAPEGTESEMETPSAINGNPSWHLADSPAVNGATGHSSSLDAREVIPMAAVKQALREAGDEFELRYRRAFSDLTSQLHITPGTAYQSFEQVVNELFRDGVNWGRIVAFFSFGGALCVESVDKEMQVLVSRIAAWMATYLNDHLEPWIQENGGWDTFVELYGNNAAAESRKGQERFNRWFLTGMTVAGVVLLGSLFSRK
VLA-4 inh = inhibition in human VLA-4 binding assay, primary screen, VLA-4 allosteric modulator project, MLPCN library, flow cytometry, VLA-4 expressing cells; Integrin alpha-4 (Homo sapiens), P13612; ligand binding flow cytometry; inhibition, % (about 7 µM as worked out from the volumes in the protocol); actives 0.2% (n = 330,000); in the data active means inhibition above about 50%
MEX-5 binding = MEX-5 zinc finger RNA-binding disruptors – biochemical, C. elegans, fluorescence polarization, MLPCN library, primary screen | MEX-5/FITC-TCR2 RNA binding; active compounds read low | activity score (negative = inhibition of binding), % at 10 µM | Zinc finger protein mex-5 (Caenorhabditis elegans), Q9XUB2 | actives 0.38% (n = 300,000);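 active means inhibition past about -25% in most replicates, and total fluorescence under double the plate's negative control median, limit read from the data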;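 further: 0% = DMSO and -100% = 5 µM competing unlabeled TCR2 RNA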
Target sequence (Q9XUB2 whole entry, looked up): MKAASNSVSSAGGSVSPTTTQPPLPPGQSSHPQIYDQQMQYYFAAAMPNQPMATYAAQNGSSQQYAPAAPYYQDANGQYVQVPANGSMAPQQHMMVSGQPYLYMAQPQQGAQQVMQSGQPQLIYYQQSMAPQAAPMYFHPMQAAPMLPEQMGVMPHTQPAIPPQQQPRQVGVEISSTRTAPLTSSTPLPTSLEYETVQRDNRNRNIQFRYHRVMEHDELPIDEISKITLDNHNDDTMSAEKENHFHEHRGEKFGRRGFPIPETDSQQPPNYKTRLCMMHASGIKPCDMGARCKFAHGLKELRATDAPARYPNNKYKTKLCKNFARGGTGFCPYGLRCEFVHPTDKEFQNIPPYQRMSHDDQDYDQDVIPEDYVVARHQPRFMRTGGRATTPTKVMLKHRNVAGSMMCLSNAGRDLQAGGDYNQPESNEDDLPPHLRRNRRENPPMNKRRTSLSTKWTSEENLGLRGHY
Fam108B inh = mouse Fam108B serine hydrolase inhibitors, primary screen, counter-screen for RBBP9 inhibitor project, biochemical, fluorescence polarization | recombinant Fam108B, FP-Rh probe fluorescence polarization | inhibition, % at 9.51 µM | actives 0.33% (n = 300,000) | AID 1947, 2009;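 active means inhibition above the screen mean inhibition plus 3 SD, computed separately per campaign, cut at about 18% in these data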;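 further: inhibitors lower polarization as less probe binds the enzyme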
Efflux pump mplx = inhibitors of Candida efflux pumps in yeast, primary screen, S. cerevisiae, Nile Red, multiplex | S. cerevisiae Candida pump triplex | inhibition, % at 10 µM | actives 0.44% (n = 330,000) | AID 485275, 2010;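 active means plate passing quality check with inhibition over a set limit, or well fluorescence over plate mean plus 4 SD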;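 further: Nile Red retained in pooled yeast measured as flow cytometry median fluorescence; 0% = buffer negative control and 100% = Enniatin B positive control; higher means more Nile Red kept so more efflux inhibition; some compounds called inactive have numbers as strong as hits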
MCL1 BIM primary = inhibitors of MCL1 binding to BIM-BH3, primary screen, biochemical, fluorescence polarization; Induced myeloid leukemia cell differentiation protein Mcl-1 (Homo sapiens), Q07820; GST-MCL1 / FITC-Bim-BH3 fluorescence polarization; inhibition, % at 10.9 µM; actives 0.68% (n = 320,000);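 active means inhibition above the mean inhibition of all tested compounds plus 3 SD, set per campaign, cut at about 40% in these data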;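 further: 0% = DMSO wells and 100% = unlabeled Bim-BH3 peptide control; higher means more loss of mP so more displacement of Bim peptide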
Target sequence (Q07820 whole entry, looked up): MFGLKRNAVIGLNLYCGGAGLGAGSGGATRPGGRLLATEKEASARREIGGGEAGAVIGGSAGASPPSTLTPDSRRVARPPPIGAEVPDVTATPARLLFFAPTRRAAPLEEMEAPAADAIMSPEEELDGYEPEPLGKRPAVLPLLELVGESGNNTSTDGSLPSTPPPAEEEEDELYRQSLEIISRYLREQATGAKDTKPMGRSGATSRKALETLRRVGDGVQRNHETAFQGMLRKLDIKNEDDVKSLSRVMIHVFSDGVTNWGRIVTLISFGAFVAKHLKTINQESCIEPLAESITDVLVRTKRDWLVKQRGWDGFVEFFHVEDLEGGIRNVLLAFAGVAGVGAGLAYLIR
PME-1 inh = PME-1 inhibitors via competitive probe labeling, primary screen, biochemical, fluorescence polarization, FP-Rh probe, HTS. Protein phosphatase methylesterase 1 (Homo sapiens), Q9Y570. recombinant PME-1. inhibition, % at 5.9 µM. actives 0.53% (n = 320,000). AID 2130, 2009;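 active means inhibition above the campaign mean of all compounds plus 3 SD, cut at about 26% in these data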;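 further: competitive labeling of PME-1 active site by serine hydrolase directed probe; 0% = PME-1 with DMSO and 100% = wells lacking PME-1 enzyme; inhibitors block probe labeling so polarization falls and inhibition rises; many of its hits are not listed in these tables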
GLD-1 RNA inh = GLD-1/TGE RNA complex disruptors, primary screen, biochemical, fluorescence polarization. Female germline-specific tumor suppressor gld-1 (Caenorhabditis elegans), Q17339. inhibition, % at 5.96 µM. purified GLD-1 + fluorescein TGE RNA. actives 0.44% (n = 320,000);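 active means percent inhibition above a per-plate cutoff, the plate mean of test compounds plus 3 SD, cut at about 30% in these data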;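 further: 0% = DMSO wells with GLD-1 and probe and 100% = wells lacking GLD-1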
GRK2 aptamer HTS = compounds blocking aptamer binding on GRK2 – biochemical, human GRK2, bead flow cytometry, HTS, primary screen; inhibition of aptamer binding, % at 10 µM; actives 0.59% (n = 330,000); Beta-adrenergic receptor kinase 1 (Homo sapiens), P25098; FAM-aptamer displacement from GRK2;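 active means inhibition of aptamer binding above 40%, roughly 3 SD of noise, on plates passing a quality check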;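 further: median bead fluorescence of bound FAM aptamer so fluorescent compounds give negative values; no value below 0 was filed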
* hit, by the source's call; · = no result given. Some of the compounds tested; rates above refer to the full screens.

SMILES	Bcl-xL primary	VLA-4 inh	MEX-5 binding	Fam108B inh	Efflux pump mplx	MCL1 BIM primary	PME-1 inh	GLD-1 RNA inh	GRK2 aptamer HTS
CCN1C(=O)CC2(C[N+]3(C)CCC2CC3)C1=O (stereo not given)	7	-12	1.8	-1	0.1	7	4	-2	1
C/C(Cl)=C/Cn1c(NCCCn2ccnc2)nc2c1c(=O)[nH]c(=O)n2C	9	-2	-1.5	0	-0.2	0	-3	5	2
Cc1c(C(=O)NCCN2C(=O)S/C(=C\c3cccs3)C2=O)cccc1[N+](=O)[O-]	3	-7	-2.0	-11	0.3	-3	-11	-3	2
COc1ccc(N(CC(=O)NCCSC2CCCCC2)S(C)(=O)=O)c(OC)c1	-2	1	-2.7	-1	0.5	2	1	3	1
O=C(CSc1nccc(=O)[nH]1)NC1CCCC1	4	1	2.2	2	-0.2	-3	-2	-1	3
CN(C)c1ccc(C(C[N+](=O)[O-])c2c(N)n(C)c(=O)n(C)c2=O)c(F)c1C#N (stereo not given)	1	-5	3.9	1	0.1	7	1	-9	1
Cc1ccc(NC2CCCN(C(=O)c3ccccc3N3CCOCC3)C2)cc1C (stereo not given)	5	-5	1.0	4	-0.1	3	-2	1	5
c1ccc(Cn2cc(-c3cccnc3)cn2)cc1	-4	3	·	·	0.1	12	2	-1	2
Cc1nnc2sc(-c3ccc(NC(=O)CSc4ccc(Cl)cc4)cc3)nn12	6	2	-6.4	-1	0.0	6	2	1	0
Cc1cccc2c1-c1sc(C(=O)Nc3ccccc3N3CCN(C)CC3)cc1CO2	0	8	-0.3	-1	0.1	2	-5	4	0

In the list so far, these contain four or more nitrogen atoms.
SMILES	Bcl-xL primary	VLA-4 inh	MEX-5 binding	Fam108B inh	Efflux pump mplx	MCL1 BIM primary	PME-1 inh	GLD-1 RNA inh	GRK2 aptamer HTS
C/C(Cl)=C/Cn1c(NCCCn2ccnc2)nc2c1c(=O)[nH]c(=O)n2C	9	-2	-1.5	0	-0.2	0	-3	5	2
CN(C)c1ccc(C(C[N+](=O)[O-])c2c(N)n(C)c(=O)n(C)c2=O)c(F)c1C#N (stereo not given)	1	-5	3.9	1	0.1	7	1	-9	1
Cc1nnc2sc(-c3ccc(NC(=O)CSc4ccc(Cl)cc4)cc3)nn12	6	2	-6.4	-1	0.0	6	2	1	0

The listing continues.
SMILES	Bcl-xL primary	VLA-4 inh	MEX-5 binding	Fam108B inh	Efflux pump mplx	MCL1 BIM primary	PME-1 inh	GLD-1 RNA inh	GRK2 aptamer HTS
CC(C)CN(CCNC(=O)CN1C(=O)COc2ccc(S(=O)(=O)N3CCOCC3)cc21)CC(C)C	4	6	-1.0	-2	0.1	-6	-3	2	0
O=[N+]([O-])c1ccc(N2CCN(CCO)CC2)c2ncccc12	2	-4	-0.2	-3	0.1	-1	-7	-2	0
COc1cccc(NS(=O)(=O)c2ccc(S(=O)(=O)N3CCOCC3)cc2)c1	1	1	0.8	2	0.0	-1	-5	-5	1
COc1ccc(/C=N/n2nnnc2N)c(OC)c1	·	21	-1.1	·	0.0	·	·	·	1
Cn1c(=O)c2c(Nc3ccc(F)cc3)cc(=O)n(-c3ccccc3)c2n(C)c1=O	-4	6	1.3	-4	0.0	-5	0	1	1
CC(=O)NS(=O)(=O)c1ccc(NC(=O)CN2C(=O)C3C4C=CC(C4)C3C2=O)cc1 (stereo not given)	1	10	-3.9	2	4.0	-5	-4	2	3
COc1ccc(S(=O)(=O)NC(C)(C)C)cc1-c1nnc2c3ccccc3c(C)nn12	-1	-10	0.9	2	-0.2	-1	9	1	0
CCN1C(=O)N/C(=C/c2ccc(C)o2)C1=O	22	10	-4.9	-3	0.1	28	0	43*	14
O=C(Nc1cccc(-c2nc3ncccc3o2)c1)c1ccco1	-6	7	-2.6	0	-0.2	1	-1	5	0
COc1ccc(C2CC(c3cccs3)=NN2C(=O)CSc2nc(=O)n3cc(C)ccc3n2)cc1 (stereo not given)	4	-2	0.5	-5	0.0	3	-1	-3	0
Cc1ccc2nc(SCC(=O)N3CCCCCC3)nc(=O)n2c1	-1	-1	1.4	3	-0.2	-4	0	0	5
COc1ccccc1N1C(=O)C2C3CC(c4ccccc4)C(C3)C2C1=O (stereo not given)	2	0	-0.7	-4	0.2	0	4	5	0
COCCN(Cc1cc2cc(C)c(C)cc2nc1Cl)C(=O)N1CCOCC1	5	13	0.3	-3	0.0	-1	-5	4	0
CCOC(=O)c1c(SC)[nH]c2c(Cl)cccc2c1=O	-1	11	0.7	0	0.1	-4	-4	1	1
CC(C)N1C(=O)C2C(C(=O)NCc3ccccc3)C3C=CC2(O3)C1C(=O)NC(C)(C)C (stereo not given)	2	1	0.5	-3	0.0	-5	4	-7	0
CN(C)c1nc2n(c(=O)n1)CCO2	0	2	4.1	2	0.1	3	3	-14	0
O=C(N/N=C/c1cccn1-c1ccc([N+](=O)[O-])cc1)C(O)c1ccccc1 (stereo not given)	5	4	-1.3	2	0.0	0	2	5	0
Fc1ccccc1NC(=S)Nc1cccc2cnccc12	4	-6	0.6	2	-0.2	9	4	2	0
C/C(=N/N1CCN(c2ccccn2)CC1)c1cccc([N+](=O)[O-])c1	5	7	1.7	-1	-0.1	-3	-1	-6	0
O=[N+]([O-])c1cccc2ccc(/C=C/c3cccc(Br)c3)nc12	-3	12	-0.5	-2	0.2	-1	-6	7	0
CCCCc1nc(SCC(=O)Nc2ccc(S(N)(=O)=O)cc2)n[nH]1	4	8	0.6	1	-0.1	-4	5	6	5
COc1ccc(CN(C)C(=O)Cc2ccc(OC)c(S(=O)(=O)N3CCOCC3)c2)cc1OC	5	1	·	·	-0.3	-1	0	2	0
Cn1c(CC(=O)Nc2ccc(F)cc2)nnc1SCC(=O)NC1CCCCC1	2	7	0.1	-4	-0.1	5	-2	8	2
CC(=O)Nc1ccc(S(=O)(=O)N2CCCC(C(=O)N3CCN(c4ccccc4)CC3)C2)cc1 (stereo not given)	6	5	-0.4	-2	-0.2	8	4	0	1
COc1cc(SC)ccc1C(=O)NC1CCCc2ccccc21 (stereo not given)	5	-5	2.6	0	-0.1	6	-8	4	7
COc1cc(/C=N/NC(=O)c2ccc(NC(=O)C3CC3)cc2)ccc1OC(C)=O	6	-1	-2.9	-6	0.0	1	5	-1	6
O=C(Nc1ccc(S(=O)(=O)Nc2nccs2)cc1)c1nn(-c2ccccc2)ccc1=O	19	-1	-1.3	4	0.1	38	1	1	10
CC1CC(C)CN(c2ncc3c(n2)CC(c2ccccc2Cl)CC3=O)C1 (stereo not given)	6	9	-0.5	-5	0.2	4	-2	1	1
CCc1ccc(C(=O)C(C)OC(=O)c2nc3nc(C)cc(C)n3n2)cc1 (stereo not given)	-6	0	1.0	0	0.1	-14	-2	5	0
O=C(NCCc1ccccc1)C1CCC(=O)N1CCc1ccccc1 (stereo not given)	5	3	0.3	-1	0.0	2	-3	7	0
COc1ccc(/C=N/NC(=O)COc2ccc(Cl)cc2Cl)cc1Cn1nc(C)cc1C	4	3	-2.0	-4	0.1	-5	-14	0	0
Cc1cccc(N(C(=O)CNC(=O)c2ccco2)C(C(=O)NCC2CCCO2)c2ccccc2)c1 (stereo not given)	2	-6	0.9	-1	0.0	4	1	4	1
Cc1ccc2cc(CCNC(=O)c3cccs3)c(=O)[nH]c2c1	2	4	·	-1	-0.9	1	0	4	0
O=C(CCn1c(=O)oc2ccccc21)Nc1nccs1	1	-9	-0.2	-2	0.0	-2	5	9	17
Cc1ccc(C(=O)Oc2cccc(NC(=O)c3cccs3)c2)cc1S(=O)(=O)N1CCOCC1	0	-4	-2.3	-37	0.1	2	-28	-4	1
O=C(COC(=O)c1ccc([N+](=O)[O-])cc1)Nc1ccc(Cl)cn1	2	5	-0.2	0	-0.1	4	5	0	0
Cc1ccc(Nc2nnc(SCc3ccccc3)s2)cc1	3	2	-1.6	2	0.0	-3	3	10	0
c1ccc(-c2nc[nH]c2-c2ccccc2)cc1	-2	1	1.1	1	-0.1	-3	2	8	0
O=C(O)Cc1ccc(NS(=O)(=O)c2c(Cl)cccc2Cl)cc1	2	-3	-0.8	-2	0.0	2	1	2	0
COc1ccc(NC(=S)NC(=O)c2cccnc2)cc1	4	-7	1.3	-2	0.0	14	6	3	1

Structures from the list above containing a nitro group on carbon:
SMILES	Bcl-xL primary	VLA-4 inh	MEX-5 binding	Fam108B inh	Efflux pump mplx	MCL1 BIM primary	PME-1 inh	GLD-1 RNA inh	GRK2 aptamer HTS
Cc1c(C(=O)NCCN2C(=O)S/C(=C\c3cccs3)C2=O)cccc1[N+](=O)[O-]	3	-7	-2.0	-11	0.3	-3	-11	-3	2
CN(C)c1ccc(C(C[N+](=O)[O-])c2c(N)n(C)c(=O)n(C)c2=O)c(F)c1C#N (stereo not given)	1	-5	3.9	1	0.1	7	1	-9	1
O=[N+]([O-])c1ccc(N2CCN(CCO)CC2)c2ncccc12	2	-4	-0.2	-3	0.1	-1	-7	-2	0
O=C(N/N=C/c1cccn1-c1ccc([N+](=O)[O-])cc1)C(O)c1ccccc1 (stereo not given)	5	4	-1.3	2	0.0	0	2	5	0
C/C(=N/N1CCN(c2ccccn2)CC1)c1cccc([N+](=O)[O-])c1	5	7	1.7	-1	-0.1	-3	-1	-6	0
O=[N+]([O-])c1cccc2ccc(/C=C/c3cccc(Br)c3)nc12	-3	12	-0.5	-2	0.2	-1	-6	7	0
O=C(COC(=O)c1ccc([N+](=O)[O-])cc1)Nc1ccc(Cl)cn1	2	5	-0.2	0	-0.1	4	5	0	0

Remaining list, next part
SMILES	Bcl-xL primary	VLA-4 inh	MEX-5 binding	Fam108B inh	Efflux pump mplx	MCL1 BIM primary	PME-1 inh	GLD-1 RNA inh	GRK2 aptamer HTS
Cc1nc2cc(NC(=O)COc3ccc(C#N)cc3)ccc2n1-c1ccccc1	1	11	-2.2	3	-0.2	-1	-13	0	0
O=C1OC(CC(=O)N(Cc2nnc(-c3ccccc3Cl)o2)C2CC2)c2ccccc21 (stereo not given)	4	-6	·	·	0.0	38	-1	6	1
CCC(C)(C)n1nnnc1C(c1ccc(OC)cc1)N1CCN(C(=O)c2ccco2)CC1 (stereo not given)	1	-3	2.7	4	0.2	1	-2	-3	1
C#CCn1c(=NC(=O)c2sc3ccccc3c2Cl)sc2cc(S(N)(=O)=O)ccc21	-8	21	5.4	-56	-0.2	-30	-65	0	0
Cc1ccc(-c2nn3c(C)nnc3s2)cc1NCc1c(F)cccc1Cl	-4	-5	-0.7	4	0.1	0	-2	-1	3
CC(C)CC1C2C(=O)N(c3ccccc3)C(=O)C2ON1c1ccccc1 (stereo not given)	4	9	-1.9	-2	0.0	4	-7	3	0
CCOC(=O)/C(=N\Nc1ccccc1)P(=O)(c1ccccc1)c1ccccc1	9	0	-0.3	3	0.0	3	4	10	3
COc1cc(/C=C/C(=O)c2ccc(F)cc2)cc(OC)c1OC	1	-106	-1.0	-4	-0.1	3	-3	5	0

Screens as filed in PubChem BioAssay.
